# Screening data (PubChem)
# Menin-MLL TR inh = displaces Texas Red mutant MLL peptide from human menin. O00255. 270,000 tested, 0.23% active. Menin + Texas Red MLL mutant peptide, fluorescence polarization. Potency, µM (top dose mostly 61.6 µM), inactives show at the top dose FP activity change, negative = inhibition, usual class: inhibitors; active = well fitted inhibition curve with a large enough effect in the polarisation, with a control signal flat, not every such curve was filed as active; inconclusive = small, poorly fitted or top-dose-only effect, or effect the other way, or a change in a side signal; inactive = no such curve, though single readings can be large or run the other way; the % refers to the polarisation; note: potency is the fitted concentration of half-maximal effect; % of control where 0% means no effect; many of its hits are not listed in these tables
# USP2a block = USP2a (human) protease inhibition; 330,000 tested, 0.01% active; AID 463254; O75604; Potency, µM (doses to about 38.3 µM), inactives show at the highest dose activity change, negative = inhibition, usual class: inhibitors; USP2 core, Ub-CHOP2 coupled fluorogenic reporter, 485/531;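 note: potency is the fitted concentration of half-maximal effect; plate controls were DMSO wells for no effect and full inhibition by NEM control for full effect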
#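 USP2 core (10nM final) preincubated 30min RT with compound in 20mM Tris-HCl pH 8.0, 2mM CaCl2, 2mM beta-mercaptoethanol, 0.05% CHAPS; 25nM Ub-CHOP2 plus 25nM reporter substrate added, fluorescence (Ex485/Em531) read after 60min.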
# PKM2 activator = increases activity of human pyruvate kinase M2. 260,000 tested, 0.34% active. Potency, µM (series often up to 57.5 µM), inactives show top-dose activation, hits mostly activators. purified PKM2, Kinase-Glo ATP luminescence, activation; response scale: 0% is enzyme alone, no compound; note: potency is the fitted concentration of half-maximal effect; % is set by controls: 0 for no effect and ±100 for the full control effect; nearly all actives have a fitted effect of over 55% in size
#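 Purified hPK-M2 (>95%) run at intermediate activity with 0.1 mM ADP and 0.5 mM PEP in 50 mM imidazole pH 7.2, KCl, MgCl2; 1 h room temperature. ATP formed read by Kinase-Glo luminescence; normalized to uninhibited and no-enzyme controls.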
# TRPV1 ag = human TRPV1 agonism; Q8NER1; TRPV1-expressing cells, Fluo-8 calcium influx, agonist mode; activation, % at 8.33 µM; 320,000 tested, 0.19% active; AID 540275; in the data active = activation above about 80%; inconclusive = between about 30% and that limit; note: 0% is about no effect
# Target sequence (Q8NER1 whole entry, looked up): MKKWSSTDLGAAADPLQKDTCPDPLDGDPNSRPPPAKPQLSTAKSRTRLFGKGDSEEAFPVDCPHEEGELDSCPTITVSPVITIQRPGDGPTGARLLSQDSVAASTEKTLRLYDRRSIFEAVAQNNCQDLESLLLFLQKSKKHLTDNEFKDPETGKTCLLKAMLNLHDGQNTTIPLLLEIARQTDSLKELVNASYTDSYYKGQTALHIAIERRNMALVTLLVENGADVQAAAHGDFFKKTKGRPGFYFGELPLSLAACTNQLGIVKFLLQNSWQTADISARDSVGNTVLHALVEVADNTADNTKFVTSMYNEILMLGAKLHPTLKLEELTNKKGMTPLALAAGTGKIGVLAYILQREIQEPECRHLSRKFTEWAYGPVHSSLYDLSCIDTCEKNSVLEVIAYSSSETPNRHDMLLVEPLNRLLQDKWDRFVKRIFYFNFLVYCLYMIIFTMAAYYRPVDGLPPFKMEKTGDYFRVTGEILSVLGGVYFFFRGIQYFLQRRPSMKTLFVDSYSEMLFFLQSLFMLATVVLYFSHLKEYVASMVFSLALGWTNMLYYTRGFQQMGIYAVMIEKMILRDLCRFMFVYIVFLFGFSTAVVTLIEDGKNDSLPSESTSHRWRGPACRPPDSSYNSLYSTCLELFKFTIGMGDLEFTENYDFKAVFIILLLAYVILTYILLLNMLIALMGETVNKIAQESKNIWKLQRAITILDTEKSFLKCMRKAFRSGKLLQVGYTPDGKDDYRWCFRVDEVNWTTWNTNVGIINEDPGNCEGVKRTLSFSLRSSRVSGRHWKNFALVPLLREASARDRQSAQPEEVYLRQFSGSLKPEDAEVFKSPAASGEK
#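 TRPV1-expressing cells were cultured overnight at 35.5C and loaded with Fluo-8 calcium dye for 40 to 90 min at room temperature. After a 10 s baseline, compound was added and calcium influx was read kinetically for 3 min (ex 480/em 520 nm).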
# Giardia killer = Giardia lamblia killing; Giardia lamblia trophozoite viability; activity change, % at 7.66 µM, hits read low; 340,000 tested, 0.15% active; AID 540267; in the data active = activity change below about -80%; inconclusive = between about -30% and that limit;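 note: parasites exposed to compound for two days anaerobically before the ATP read; % is set by controls: 0 for no effect and ±100 for the full control effect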
#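 Media and compound were dispensed first, then trophozoites at 100 cells/well; plates sat 48 hrs at 37 deg C without oxygen before ATP luminescence reagent was added and read after 15-30 min at room temperature.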
# KCNH2 3.1 block = blocks the human KCNH2 3.1 channel isoform. U2OS KCNH2 3.1, thallium flux FluxOr; hits give low values. activity change, % (tested at about 1.8 µM). 340,000 tested, 0.95% active;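 active = maximum activity change below -70%; inconclusive = maximum activity change from -70% to -50%; inactive = maximum activity change above -50%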;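 note: thallium influx rate constant from kinetic fluorescence after stimulation buffer; % is set by controls: 0 for no effect and ±100 for the full control effect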
#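 Measured as rate of thallium-driven FluxOr signal in transduced U2OS cells carrying the 3.1 channel, read kinetically for 2 min upon stimulation; values are rate constants scaled to DMSO control wells.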
# GALK inh = blocks human galactokinase activity. P51570. Purified GALK, Kinase-Glo residual ATP luminescence. Potency, µM (top dose mostly 57.5 µM), for inactives: at the highest dose activity change, negative = inhibition, hits mostly inhibitors. 270,000 tested, 0.007% active; note: potency is the fitted concentration of half-maximal effect; % is set by controls: 0 for no effect and ±100 for the full control effect
#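 Luminescence from leftover ATP (Ultra-Glo luciferase/luciferin) served as read-out after a 1 h room-temperature reaction of 5 nM GALK with 35 uM ATP and 100 uM galactose.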
# hERG WT inh = blocks the wildtype human KCNH2 potassium channel. activity change, % at 1.84 µM. 340,000 tested, 0.37% active. U2OS, BacMam KCNH2, thallium flux FluxOr; hits give low values;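 active = maximum activity change below -70%; inconclusive = maximum activity change between -70% and -50%; inactive = maximum activity change above -50%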; note: % is set by controls: 0 for no effect and ±100 for the full control effect
#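 U2OS cells transduced with wild-type KCNH2 virus are loaded with FluxOr dye for 45 min, and thallium flux is measured in kinetic reads before and after stimulation buffer. Rate constants are normalized to DMSO controls.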
# B2AR arrestin = agonists driving beta-arrestin recruitment to human beta2-adrenergic receptor; 330,000 tested, 0.02% active; P07550; beta-arrestin recruitment to beta2AR, cell-based reporter; Potency, µM (top dose mostly 46.1 µM), for the others: at the highest dose activation, actives largely listed as activators;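 note: potency is the fitted concentration of half-maximal effect; 0% = DMSO controls and full agonism = EC100 isoproterenol or metaproterenol; nearly all actives have a fitted effect of over 65% in size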
# CXXC DNA block = inhibitors of human MLL CXXC domain-DNA interaction; Q03164; MLL-CXXC / FITC-HOXA9 DNA fluorescence polarization; Potency, µM (top dose mostly 115 µM), without a hit: top-dose activity change, negative = inhibition, actives largely listed as inhibitors; 290,000 tested, 0.037% active; active = well fitted inhibition curve with a large enough effect in the polarisation, with a control signal flat, not every such curve was filed as active; inconclusive = small, poorly fitted or top-dose-only effect, or effect the other way, or a change in a side signal; inactive = no such curve, though single readings can be large or run the other way; the % refers to the polarisation; note: potency is the fitted concentration of half-maximal effect
#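 Fluorescence polarization: 7 uM MLL-CXXC (stock) preincubated 5 min with compounds, then 50 nM fluorescein-HOX-A9 DNA (stock) added; 30 min ambient. Buffer 50 mM Tris-HCl pH 7.5, 50 mM NaCl, 1 mM DTT, 0.05% BSA.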
# Coupling enz = inhibits coupling enzyme system, counter-screen for aldolase hits | coupling enzyme system counterscreen, AmpLite Red fluorescence | activity change, negative = inhibition, % at 58.2 µM, hits read low | 290,000 tested, 0.67% active; in the data active = activity change below about -30%; note: % is set by controls: 0 for no effect and ±100 for the full control effect
#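 Activity here indicates interference with the coupling reaction, not aldolase inhibition. Compounds at 57.5 uM final met coupling enzymes for 10 min at RT; substrate and AmpLite Red detection followed, with a 525/598 nm fluorescence read after 20 min.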
# * hit, by the source's call; u = inconclusive; x = not tested or not shown; [ ] = another dose, or the depositor's remark. Unless noted, calls come from the whole dose curve; as a rule, active = well fitted curve in the direction sought with a large enough effect; inconclusive = small, poorly fitted or top-dose-only effect, or another doubt; inactive = no such curve, though single readings can be large; an effect the other way counts as inactive or inconclusive. A portion of the library (hit frequency here may not be typical).
# The first two entries, ahead of the listing:
SMILES,Menin-MLL TR inh,USP2a block,PKM2 activator,TRPV1 ag,Giardia killer,KCNH2 3.1 block,GALK inh,hERG WT inh,B2AR arrestin,CXXC DNA block,Coupling enz
Cn1nnnc1SCC(=O)Nc1ccc(C(=O)N2CCN(Cc3ccccc3F)CC2)cc1,x,1%,x,0,9,12,x,1,0.0%,x,x
O=C(COC(=O)COc1ccc(Cl)cc1)NC1CCS(=O)(=O)C1 (stereo not given),x,2%,x,1,-9,-11,x,-5,-0.3%,x,x

# The list itself, from the start:
SMILES,Menin-MLL TR inh,USP2a block,PKM2 activator,TRPV1 ag,Giardia killer,KCNH2 3.1 block,GALK inh,hERG WT inh,B2AR arrestin,CXXC DNA block,Coupling enz
Cn1nnnc1SCC(=O)Nc1ccc(C(=O)N2CCN(Cc3ccccc3F)CC2)cc1,x,1%,x,0,9,12,x,1,0.0%,x,x
O=C(COC(=O)COc1ccc(Cl)cc1)NC1CCS(=O)(=O)C1 (stereo not given),x,2%,x,1,-9,-11,x,-5,-0.3%,x,x
CCOC(=O)C1CCN(Cc2nc(-c3ccc(OC)c(OC)c3)no2)CC1,4%,1%,-12%,2,-3,3,-2%,-9,0.4%,-1%,-1
Cn1cc([N+](=O)[O-])c(C(=O)N/N=C/c2cc3c(cc2Br)OCO3)n1,8%,3%,-1%,-1,-16,-8,14%,0,-1.0%,-3%,-6
CC1CC(C)CN(C(=O)C(Cc2ccccc2)NC(=O)c2ccccc2)C1 (stereo not given),x,-4%,x,3,-12,-18,x,-1,-0.2%,x,x
O=C(NC1CC1)C1CCN(c2ncccn2)CC1,x,3%,x,1,-11,-13,0%,-3,6.4%,1%,1
CCOC(=O)C[N+](C)(C)CCOC1CC2CCC1(C)C2(C)C (stereo not given),-17%,3%,-1%,1,4,2,0%,-2,-0.4%,-14%,1
O=C(O)c1ccccc1NCc1ccsc1,-9%,3%,x,1,5,-16,0%,-3,0.2%,-1%,4
CN(Cc1ccco1)C(=O)C1CCC(=O)N1Cc1ccc(F)cc1 (stereo not given),34%[activator],0%,3%,-3,-1,2,-3%,-13,-0.3%,-5%,0
COc1cccc(-c2nnc(NC(=O)c3ccc(S(=O)(=O)N4CC(C)OC(C)C4)cc3)o2)c1 (stereo not given),u,0%,0%,-7,0,2,4%,10,0.2%,-28%,8
Cc1ccccc1NC(=O)CSc1n[nH]c(-c2ccco2)n1,-1%,11%,1%,-3,-16,2,1%,14,-0.8%,-2%,5
Cc1ccc(NC(=O)CN2C(=O)S/C(=C\c3ccccn3)C2=O)cc1C,x,3%,x,-1,25,-3,-6%,-1,0.1%,7%,x
COc1ccc(OCC(=O)Nc2cccc(S(=O)(=O)N(C)c3ccccc3)c2)c([N+](=O)[O-])c1,x,3%,x,0,-23,-3,x,-8,0.2%,x,x
O=C(CCNC(=O)c1ccccc1Cl)Nc1cc(S(=O)(=O)N2CCOCC2)ccc1N1CCCC1,x,0%,1%,1,5,-15,5%,-1,-0.4%,-5%,3
CC(C)Oc1ccc(-c2cc(C(=O)NCCN3CCOCC3)c3ccccc3n2)cc1,11%,-2%,3%,-3,1,-7,1%,2,-0.3%,1%,x
CCOc1cc(C(=O)Nc2cc(C)on2)cc(OCC)c1OCC,21%,0%,8%,u,-8,-46,-1%,-9,0.0%,-2%,0
COC(=O)c1nc2ccccc2s1,8%,-1%,3%,2,-4,-1,-1%,-1,-0.2%,5%,-2
CCCc1cc2c(=O)c(-c3ccc4c(c3)OCCO4)coc2cc1OS(C)(=O)=O,39%[activator],5%,-1%,-5,2,-10,0%,-12,1.7%,11%,-3
Cc1csc(NC(=O)CN2C(=O)COc3ccc(Cl)cc32)n1,x,1%,x,14,11,4,x,-13,0.1%,x,x
COc1ccc(-n2c(SCC(=O)C(C)(C)C)nc3c(sc(=S)n3-c3ccccc3)c2=O)c(OC)c1,-13%,-17%,x,-7,10,-9,3%,-3,0.3%,-9%,-7
Cn1cnnc1SC1CCCCC1NS(=O)(=O)c1ccccc1 (stereo not given),2%,2%,-1%,-2,-3,8,-1%,3,-1.1%,-8%,1
COc1ccccc1/C=C/C(=O)NCC(=O)N=Nc1c(O)[nH]c2ccccc12,x,-2%,x,7,-15,3,-1%,-2,0.2%,10%,x
CCOC(=O)c1cc(C#N)c(SCC(=O)OC)[nH]c1=O,x,5%,-6%,-2,-15,1,5%,5,7.1%,55%[activator],12
CC(=C/c1ccc(C(C)C)cc1)/C=N/NC(=O)CSc1ccccn1,-1%,-6%,-1%,21,5,24,1%,-8,-0.9%,-8%,-1
CS(=O)(=O)c1cnc2c(-c3ccc(F)cc3)cnn2c1N,24%,5%,-2%,4,-11,-10,-4%,6,0.5%,4%,3
COc1ccc(CC(=O)NNC2=Nc3cccc4cccc2c34)cc1,x,-1%,1%,4,-7,2,1%,1,0.9%,u,3
Cc1ccc(S(=O)(=O)N(C)C)cc1NC(=O)COC(=O)/C(=C/c1ccc(F)cc1)c1cccs1,3%,2%,4%,1,-4,-19,1%,0,0.3%,3%,-1
Clc1ccc(-c2cn3nc4c(nc3n2)CCCC4)cc1,x,26%,-2%,13,-8,0,1%,-5,0.0%,15%,-10
CCCCSc1nc(C)c(CC(=O)OC)c(=O)[nH]1,9%,-6%,5%,-3,-6,4,0%,3,-0.3%,-3%,0
CS(=O)(=O)N(CCc1ccccc1)CC(=O)N1CCN(c2ccc(F)cc2)CC1,1%,1%,2%,-4,3,10,-3%,-1,-0.9%,0%,-1
COc1ccccc1NS(=O)(=O)c1cccc(C(=O)N(C)Cc2cccs2)c1,x,0%,7%,4,17,7,-7%,-7,-0.2%,19%,x
CCCCC(=O)Nc1ccc(C(=O)Nc2ccc(S(=O)(=O)Nc3ccc(C)cc3)cc2)cc1,-17%,3%,-14%,-1,-22,-14,0%,-26,-0.7%,6%,0
Cc1ccc(-c2ccc(=O)n(Cc3cc(C)ccc3C)n2)cc1,u,1%,x,u,10,-5,x,-5,-0.3%,10%,-1
CCN(C(=O)c1c(-c2ccccc2Cl)noc1C)C1CCCCC1,-19%,-2%,2%,22,-16,-4,-4%,6,-0.2%,16%,0
O=C(COC(=O)c1ccccc1SCC(=O)N1CCCC1)Nc1ccc(OC(F)F)cc1,x,0%,x,-1,5,2,x,-3,-0.5%,x,x
CCOC(=O)C1(Cc2cccc(F)c2)CCN(C2CCOCC2)CC1,-8%,1%,0%,-2,-8,3,1%,23,0.5%,2%,1
CCN1CCN(CCC(=O)Nc2ccccc2)CC1,-3%,2%,u,-4,15,-7,0%,15,-0.7%,-10%,0
CCOC(=O)c1ccccc1NC(=O)C1CCCO1 (stereo not given),-20%,1%,4%,-1,2,-3,-3%,-6,0.0%,2%,6
CCCc1cc(=O)oc2cc(OCc3ccc(C(=O)O)cc3)ccc12,14%,3%,x,23,9,3,-1%,4,-0.7%,56%[activator],18
Cc1cc(C)n2nc(C(=O)OCC(=O)Nc3ccc4c(c3)OCCO4)nc2n1,x,1%,x,0,13,6,x,9,0.2%,x,x
COc1ccc(S(=O)(=O)Nc2ccncc2)c(C)c1C,-11%,2%,-4%,2,-4,5,4%,-8,-0.1%,2%,2
CCOC(=O)N1CCN(C(=O)C2c3cc(OC)c(OC)cc3C(=O)N3CCc4ccccc4C23)CC1 (stereo not given),-14%,2%,2%,-8,4,33,-4%,2,-0.4%,3%,-2
CCc1cccc(NC(=O)CCc2nc(-c3cccs3)no2)c1,u,0%,-6%,-1,1,5,0%,4,-0.2%,5%,-4
Cc1ccc(S(=O)(=O)C(C#N)c2nc3ccccc3nc2N2CC(C)OC(C)C2)cc1C (stereo not given),u,5%,2%,3,22,-6,-9%,-11,-0.3%,16%,6
Cc1cccc(/C=N/NC(=O)c2cccc(Cl)c2)n1,-11%,0%,x,2,-4,25,x,2,-0.9%,3%,0
CN(C)C(=N)c1n[nH]nc1SCc1ccc(Cl)c(Cl)c1,-17%,-5%,-1%,0,4,-10,-2%,-9,0.2%,-2%,0
O=C(NCC1CCCO1)c1cccc(S(=O)(=O)N2CCOCC2)c1 (stereo not given),x,-1%,-17%,-2,-5,24,7%,-19,-0.3%,-3%,x
COc1cc(NC(=S)NC(=O)c2ccco2)ccc1NC(=O)C(C)C,-17%,2%,-1%,-2,-5,13,-1%,9,-0.4%,10%,1
O=C(O)C[C@@H]1C(=O)O[C@@H]2C(COC(=O)c3cc(O)c(O)c(O)c3)O[C@@H](OC(=O)c3cc(O)c(O)c(O)c3)[C@@H](OC(=O)c3cc(O)c(O)c4c3[C@H]1[C@H](O)C(=O)O4)[C@H]2OC(=O)c1cc(O)c(O)c(O)c1 (stereo not given in full),x,0.89µM*,u,3,x,x,14µM*,x,-0.5%,28µM*,-23
O=C(O)c1cnn2c(C(F)F)cc(C(F)F)nc12,-15%,5%,11%,2,-16,6,-2%,-10,0.1%,-5%,-4
